Source: PubChem BioAssay
LMP1 NFkB inh – Epstein-Barr LMP1 NF-kappaB reporter inhibition; 350,000 tested, 0.69% active; inhibition, % at 12.5 µM; LMP1-induced NF-kappaB luciferase reporter cells, luminescence; in the data active means inhibition above about 41%;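 further: 0% = neutral control wells and 100% = reference inhibitor control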
MC4R ag barr – human MC4R agonism via beta-arrestin | P32245 | U2OS MC4R beta-arrestin complementation, luminescence; percent of melanotan II response, DMSO zero | activation, % at 8.9 µM | 360,000 tested, 0.98% active | AID 540308;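 active means activation above a per-plate cutoff, the mean activation of sample wells on that plate plus 3 SD, cut at about 8% in these data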
NCOA2 inhibitor – inhibits human steroid receptor coactivator 2 | Q15596 | HEK293 GAL4-SRC2 luciferase reporter, luminescence | inhibition, % at 9 µM | 370,000 tested, 0.17% active | AID 651957;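 active means inhibition above the mean inhibition of all tested compounds plus 3 SD, set per campaign, cut at about 52% in these data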;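 further: 0% = DMSO treated cells and 100% = cells given Gossypol at 36 µM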
TLR9-MyD88 inh – inhibitors of human TLR9-MyD88 binding; AID 504734; 340,000 tested, 0.21% active; Q9NR96+Q99836; inhibition, % at 4.98 µM; CHO BLA complementation TLR9-MyD88, CCF4 FRET ratio;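 active means inhibition above the mean over all tested compounds plus 3 SD, cut at about 21% in these data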;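 further: 0% = DMSO only wells and 100% = clavulanate BLA inhibitor control wells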
LRH-1 inv ag – suppresses constitutive activity of human LRH-1; O00482; HEK293T StAR-luciferase reporter, LRH-1 transfected, 24 h; 360,000 tested, 0.13% active; inhibition, % at 3.6 µM;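 active means inhibition above the mean inhibition of all tested compounds plus 3 SD, cut at about 73% in these data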;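 further: 0% = DMSO wells and 100% = reporter-only cells lacking LRH-1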
COUP-TFII inh – NR2F2 (human) inhibition, primary screen. P24468. 370,000 tested, 0.7% active. HEK293T NGFI-A luciferase reporter, luminescence. inhibition, % at 8.6 µM. AID 686940;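 active means inhibition above a per-plate cutoff, mean inhibition of test wells between control levels plus 3 SD, cut at about 38% in these data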;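 further: cells cotransfected with COUP-TFII expression vector driving the NGFI-A reporter; 0% = median of COUP-TF2 test wells and 100% = reporter-only cells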
ABHD5 PLIN5 PPI – blocks binding of human ABHD5 to perilipin-5; 360,000 tested, 0.78% active; Split G. princeps luciferase complementation, luminescence, 4 h; inhibition, % at 4 µM; Q00G26+Q8WTS1; AID 602281;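 active means inhibition above the mean inhibition across every tested compound plus 3 SD, cut at about 22% in these data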;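 further: 0% = DMSO only wells and the 100% control is not disclosed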
NCOA1 inh – inhibits human SRC1 coactivator; HEK293 GAL4-SRC1 luciferase reporter, luminescence; inhibition, % at 3.6 µM; 360,000 tested, 0.12% active;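 active means inhibition above the campaign mean plus 3 SD, with each screening campaign given its own cutoff, cut at about 60% in these data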;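 further: 0% = DMSO treated cells and 100% = gossypol at 36 µM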
Target sequence (Q15788 whole entry, looked up, the tested form may be a part): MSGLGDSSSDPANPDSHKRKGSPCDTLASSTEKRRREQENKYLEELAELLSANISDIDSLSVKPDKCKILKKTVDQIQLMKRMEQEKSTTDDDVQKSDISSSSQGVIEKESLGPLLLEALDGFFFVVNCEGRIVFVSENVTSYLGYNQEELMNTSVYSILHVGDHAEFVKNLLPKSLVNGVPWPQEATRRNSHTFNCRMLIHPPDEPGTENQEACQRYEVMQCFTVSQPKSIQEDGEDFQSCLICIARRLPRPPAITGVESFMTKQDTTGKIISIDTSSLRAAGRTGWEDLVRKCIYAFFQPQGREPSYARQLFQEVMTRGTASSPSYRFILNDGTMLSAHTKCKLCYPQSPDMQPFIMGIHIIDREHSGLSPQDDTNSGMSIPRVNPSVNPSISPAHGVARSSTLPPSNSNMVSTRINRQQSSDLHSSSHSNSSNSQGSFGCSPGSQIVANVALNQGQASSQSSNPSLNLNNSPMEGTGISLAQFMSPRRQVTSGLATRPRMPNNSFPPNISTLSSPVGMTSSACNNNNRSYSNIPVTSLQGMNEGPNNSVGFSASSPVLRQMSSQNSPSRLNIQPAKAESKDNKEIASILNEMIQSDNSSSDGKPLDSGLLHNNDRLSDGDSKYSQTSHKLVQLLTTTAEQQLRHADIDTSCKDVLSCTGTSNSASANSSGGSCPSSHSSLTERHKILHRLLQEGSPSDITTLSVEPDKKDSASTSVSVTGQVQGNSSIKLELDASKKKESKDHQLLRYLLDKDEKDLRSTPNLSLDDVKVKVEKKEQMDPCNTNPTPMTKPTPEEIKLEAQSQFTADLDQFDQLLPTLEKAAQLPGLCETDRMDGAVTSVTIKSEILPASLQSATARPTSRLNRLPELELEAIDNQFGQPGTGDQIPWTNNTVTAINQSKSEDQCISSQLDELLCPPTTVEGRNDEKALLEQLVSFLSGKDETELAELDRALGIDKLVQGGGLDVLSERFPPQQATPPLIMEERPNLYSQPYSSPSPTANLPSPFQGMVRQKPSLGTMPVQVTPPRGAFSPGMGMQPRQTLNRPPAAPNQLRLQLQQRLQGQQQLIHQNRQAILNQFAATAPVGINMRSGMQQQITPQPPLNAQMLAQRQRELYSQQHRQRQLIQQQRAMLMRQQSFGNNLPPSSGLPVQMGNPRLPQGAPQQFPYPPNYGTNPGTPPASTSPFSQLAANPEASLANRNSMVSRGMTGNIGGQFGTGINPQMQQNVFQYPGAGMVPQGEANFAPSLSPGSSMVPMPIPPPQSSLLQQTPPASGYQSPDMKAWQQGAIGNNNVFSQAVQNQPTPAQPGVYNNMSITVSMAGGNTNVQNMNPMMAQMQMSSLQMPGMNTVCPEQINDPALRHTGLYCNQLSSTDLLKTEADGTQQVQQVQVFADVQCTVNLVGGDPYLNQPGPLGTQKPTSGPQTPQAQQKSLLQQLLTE
SRC3 inh – inhibits human SRC3 coactivator; inhibition, % at 3.6 µM; HEK293 GAL4-SRC3 luciferase reporter, luminescence; AID 588352; 360,000 tested, 0.17% active; Q9Y6Q9;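 active means inhibition above a per-campaign cutoff, the mean of all compounds plus 3 SD, cut at about 60% in these data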;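 further: 0% = DMSO-treated cells and 100% = gossypol-treated cells at 36 µM; higher means less SRC3-driven luciferase light from the GAL4 reporter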
MC4R antagonist – antagonists of human melanocortin 4 receptor (MC4R); MC4R-expressing cells, MTII-stimulated cAMP, LANCE TR-FRET; inhibition, % at 6.5 µM; 360,000 tested, 0.48% active; AID 540295;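 active means inhibition above its plate's cutoff, the mean of tested wells on that plate plus 3 SD, cut at about 29% in these data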;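 further: 0% = Melanotan II alone and 100% = Melanotan II plus saturating MCL0020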
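Material: U2OS-MC4R stable cell line | Reagent: Melanotan II challenge after compound preincubation | Doses: One concentration, 6.5 µM nominal | Incubation: 30-min compound preincubation, 1-h Melanotan II challenge, 1-h detection, room temperature | Signal: TR-FRET cAMP assay | Replicates: One well per compound, no replicates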
NOD2 RIPK2 PPI – NOD2-RIPK2 protein interaction inhibition; 360,000 tested, 0.38% active; inhibition, % at 4.98 µM; CHO BLA complementation NOD2-RIPK2, CCF4 ratio; O43353; AID 624267; in the data active means inhibition above about 21%;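 further: 0% = vehicle only and 100% = reference blocker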
* = called active by the depositor; . = no result given. Not all compounds are listed; the hit share may differ from the screen's.

SMILES	LMP1 NFkB inh	MC4R ag barr	NCOA2 inhibitor	TLR9-MyD88 inh	LRH-1 inv ag	COUP-TFII inh	ABHD5 PLIN5 PPI	NCOA1 inh	SRC3 inh	MC4R antagonist	NOD2 RIPK2 PPI
CCc1ccc(S(=O)(=O)N2CCN(Cc3ccco3)CC2)cc1	2	-2.5	-5	3	4	9	-3	-17	14	-3	-5
CN(C(=O)C(C)(C)C)c1ccc(OCC(=O)N2CCc3ccccc3C2)cc1	10	-3.2	19	-4	35	48*	-5	9	11	5	-9
CCOc1ccc(C(=O)Nc2ccc(C(F)(F)F)n(C)c2=O)cc1	-2	-0.2	4	-12	-1	-8	-6	5	6	16	-4
COCc1nnc(NC(=O)c2ccc(S(=O)(=O)N3CCCc4ccccc43)cc2)o1	-11	-2.8	-5	5	6	2	4	0	-7	-4	-4
CC(C)CCn1c(SCC(=O)OCn2nnc3ccccc3c2=O)nc2ccccc2c1=O	0	-2.2	1	-3	-12	-13	5	-23	1	11	5
CN(CC(=O)Nc1ccc(S(N)(=O)=O)cc1)Cc1ccccc1F	1	1.5	19	3	12	-14	-2	4	16	19	1
COc1ccc(OC)c(NC(=O)Nc2ccc3c(c2)CCC3)c1	-6	-2.5	-28	-3	-44	-5	-3	-11	-8	0	-3
Cc1cccc2c1Sc1ccccc1CC2=O	-6	6.9	-24	-10	-7	7	-9	-19	-3	4	0
Cc1c(C(=O)N(Cc2ccc(N(C)C)cc2)CC2CCCO2)oc2ccccc12 (stereo not given)	-1	-1.6	30	-1	15	4	-5	-13	-6	2	-7
O=C(CN1CCCSc2ccccc21)N1CCN(S(=O)(=O)c2ccccc2)CC1	-16	-1.1	14	-4	-10	6	0	-2	11	5	4
COc1ccc(CCNC(=O)c2nnn(CC(=O)Nc3ccc(C)cc3C)c2N)cc1OC	2	-2.6	-13	0	9	12	3	-6	8	-9	-4
CCCCN(C)c1c(C)nc2ccc(C(=O)Nc3cc(-c4ccccc4)ccc3OC)cn12	.	1.4	11	.	-14	8	6	14	-8	0	-3
COc1cc(C(=S)N2CCCC2)ccc1OC(=O)c1ccc(Cl)cc1[N+](=O)[O-]	-17	3.2	-1	-8	-15	13	1	-49	-10	15	7
CC(C)(C)C1CCC(C(=O)Nc2cccnc2)CC1 (stereo not given)	2	-0.6	9	3	1	9	-5	-38	15	8	1
COc1ccc(C2=NN(CN3C(=O)C(=O)c4ccccc43)C(c3cccc([N+](=O)[O-])c3)C2)cc1 (stereo not given)	-4	-1.3	-27	7	-42	1	4	-17	-24	11	6

The final 2 compounds of the part above open the next one.
SMILES	LMP1 NFkB inh	MC4R ag barr	NCOA2 inhibitor	TLR9-MyD88 inh	LRH-1 inv ag	COUP-TFII inh	ABHD5 PLIN5 PPI	NCOA1 inh	SRC3 inh	MC4R antagonist	NOD2 RIPK2 PPI
CC(C)(C)C1CCC(C(=O)Nc2cccnc2)CC1 (stereo not given)	2	-0.6	9	3	1	9	-5	-38	15	8	1
COc1ccc(C2=NN(CN3C(=O)C(=O)c4ccccc43)C(c3cccc([N+](=O)[O-])c3)C2)cc1 (stereo not given)	-4	-1.3	-27	7	-42	1	4	-17	-24	11	6
Cc1nnc(SC(C)C(=O)Nc2nccs2)s1 (stereo not given)	-5	-1.4	-21	-12	-12	-4	0	6	10	12	-9
CCOc1ccc(OCCn2ccnc2)cc1	1	-1.5	-5	-9	9	0	4	16	4	5	-7
CC(=O)N(c1cccc(C)c1)C1SC(=O)N(c2ccccc2)C1=O (stereo not given)	-4	-1.7	-7	-3	3	-3	4	-20	-16	9	1
CSc1ccc(CN2CCC(C)(Oc3cnc(Cl)c4ccccc34)C2)cc1 (stereo not given)	.	0.7	-33	.	31	-16	-6	9	-4	-10	-11
CNCC(O)Cn1c(C(F)(F)F)nc2ccccc21 (stereo not given)	-7	-1.7	-11	3	23	10	-1	-19	-5	5	-3
O=C(Nc1ccc(Cl)cc1)OCc1cncs1	2	-1.3	-11	2	-47	-43	-5	-41	-23	-3	-2
Cc1ccc(Cn2c(=N)n(CC(O)c3ccco3)c3ccccc32)cc1 (stereo not given)	5	-0.8	-7	-3	6	-16	9	6	6	-2	-8
O=c1c2c([nH]c3ccccc13)C(=C1CCCC1)CC2	5	0.3	.	7	-1	.	3	-3	-10	-5	-22
CC1=C(C(=O)OC(C)C)C(c2ccc(Cl)cc2)n2c(sc(=Cc3ccc(OCC(=O)O)cc3)c2=O)=N1 (stereo not given)	.	-1.1	-1	.	8	-1	-9	-19	-4	0	7
O=C(Cn1nnc(-c2cccs2)n1)Nc1ccccc1C(F)(F)F	2	-2.6	-12	-5	-24	19	5	-17	3	-1	-4
Cc1nn(-c2ccccc2)c(C)c1C(=O)OCC(=O)Nc1ccccc1C(F)(F)F	-8	1.6	-67	5	-29	-24	-1	-34	-2	6	-1
Nc1ncnc2c1ncn2[C@@H]1O[C@H](CO)[C@@H](O)[C@@H]1O	-3	-0.5	6	-9	-1	-7	-6	-8	-11	9	-4
CC1CCCCC12NC(=O)N(CC(=O)NC(=O)NCc1ccco1)C2=O (stereo not given)	-6	-0.5	11	1	-4	-3	5	-5	-5	5	-2
CCc1c(C)nc2[nH]nc(-c3ccccc3C)n2c1=O	-10	-0.4	-11	2	-2	-2	8	-15	-10	-4	-3
CC(C)(C)c1ccc(C2(C)NC(=O)N(CC(=O)NC3CCS(=O)(=O)C3)C2=O)cc1 (stereo not given)	-11	1.8	-19	1	7	-11	13	-7	10	6	-2
CS(=O)(=O)N1Cc2ccccc2CC1C(=O)OCC(=O)NCc1ccccc1 (stereo not given)	9	-1.6	-27	9	-16	-4	0	16	-5	11	-3
CN(C)CC(O)COC(c1ccc(Cl)cc1)c1ccc(Cl)cc1 (stereo not given)	-13	-1.2	14	-4	-12	10	16	1	27	-8	1
Cc1ccc(C(=O)NC(=S)Nc2ccc(NC(=O)c3cccc(Cl)c3)cc2)cc1	-7	12*	-20	0	8	6	1	-12	-26	5	-6
CSc1nc2n(n1)C(c1ccccn1)C1=C(CC(C)(C)CC1=O)N2 (stereo not given)	-3	0.1	1	-11	0	-3	-3	-19	-9	8	-11
O=C(COC(=O)C1CC2CCCC(C1)C2=O)Nc1ccc(Cl)cn1 (stereo not given)	-4	-1.3	-5	4	-27	1	-8	-14	-5	4	0
Cc1nn(CCC(=O)NNC(=S)NCC(C)C)c(C)c1Br	-22	-5.4	-11	-4	11	12	-4	7	10	1	-8
CCOc1ccccc1C(=O)Nc1cnn(Cc2ccc(F)cc2)c1	4	1.0	26	6	14	11	3	2	4	9	3
COc1ccc2nc(NC(=O)c3cccc(-c4cc5ccccc5oc4=O)c3)sc2c1	-20	1.3	-25	-12	-42	-5	-2	-44	-17	0	-8
CC1=C(C(=O)NC2CC(C)(C)Cc3c2cnn3-c2ccc(C)cc2)OCCO1 (stereo not given)	-3	-2.8	-7	-6	-2	-2	0	-10	6	-3	5
Cc1cccc([N+](=O)[O-])c1NC(=O)COC(=O)c1nc2nccc(C)n2n1	-16	-1.9	3	-1	2	-5	3	-2	-5	20	-6
CCN(CC)CCN1C(=O)C(=O)/C(=C(/O)c2ccc(OC(C)C)cc2)C1c1ccncc1 (stereo not given)	-7	-1.0	-21	1	-12	3	9	-5	-4	1	1
O=C1CC(c2ccco2)CC(O)=C1C=Nc1cc(Cl)ccc1O (stereo not given)	7	2.3	-5	7	-18	-2	5	-12	-7	11	7
O=C(Cc1ccccc1)N/N=C/c1cc(Br)cc(Cl)c1O	21	-1.2	9	13	23	9	-1	13	35	3	-6
COc1ccc2[nH]c3c(NCCC4=CCCCC4)ncnc3c2c1	21	-0.3	-33	-7	-79	54*	-5	-51	-46	5	2
CCOc1cc(/C=C2\C(=N)N3N=C(S(=O)(=O)CC)SC3=NC2=O)ccc1OC(=O)c1ccco1	-4	-3.9	14	-8	-3	7	15	-23	-14	4	-5

Reformatted: 4 of the compounds above.
mol | LMP1 NFkB inh | MC4R ag barr | NCOA2 inhibitor | TLR9-MyD88 inh | LRH-1 inv ag | COUP-TFII inh | ABHD5 PLIN5 PPI | NCOA1 inh | SRC3 inh | MC4R antagonist | NOD2 RIPK2 PPI
CCN(CC)CCN1C(=O)C(=O)/C(=C(/O)c2ccc(OC(C)C)cc2)C1c1ccncc1 (stereo not given) | -7 | -1.0 | -21 | 1 | -12 | 3 | 9 | -5 | -4 | 1 | 1
O=C1CC(c2ccco2)CC(O)=C1C=Nc1cc(Cl)ccc1O (stereo not given) | 7 | 2.3 | -5 | 7 | -18 | -2 | 5 | -12 | -7 | 11 | 7
O=C(Cc1ccccc1)N/N=C/c1cc(Br)cc(Cl)c1O | 21 | -1.2 | 9 | 13 | 23 | 9 | -1 | 13 | 35 | 3 | -6
COc1ccc2[nH]c3c(NCCC4=CCCCC4)ncnc3c2c1 | 21 | -0.3 | -33 | -7 | -79 | 54* | -5 | -51 | -46 | 5 | 2

Further entries follow:
SMILES	LMP1 NFkB inh	MC4R ag barr	NCOA2 inhibitor	TLR9-MyD88 inh	LRH-1 inv ag	COUP-TFII inh	ABHD5 PLIN5 PPI	NCOA1 inh	SRC3 inh	MC4R antagonist	NOD2 RIPK2 PPI
N#CC1=C(N)Oc2ccc3ccc(O)cc3c2C1c1ccsc1 (stereo not given)	-13	-2.9	-4	-2	22	9	-10	7	2	-6	0
COC(=O)C1CCN(S(=O)(=O)c2ccc(Br)s2)CC1	-1	-0.4	12	2	1	5	4	-38	13	-6	-1
Oc1ccccc1C=NC1=NN(c2cccc(C(F)(F)F)c2)CC1	-1	-1.6	-12	-6	-7	8	-19	6	-9	-13	-16
CCCCNC(=O)c1onc(CSc2ccc(Cl)cc2)c1C(=O)NCCCC	8	3.6	20	-4	17	7	-11	-1	0	1	-5
COc1ccc(OCc2ccc(C(=O)O)cc2)cc1	-12	0.5	-24	-7	-77	-28	3	-58	-60	0	0

Random excerpt: two compounds from above
SMILES	LMP1 NFkB inh	MC4R ag barr	NCOA2 inhibitor	TLR9-MyD88 inh	LRH-1 inv ag	COUP-TFII inh	ABHD5 PLIN5 PPI	NCOA1 inh	SRC3 inh	MC4R antagonist	NOD2 RIPK2 PPI
COC(=O)C1CCN(S(=O)(=O)c2ccc(Br)s2)CC1	-1	-0.4	12	2	1	5	4	-38	13	-6	-1
CCCCNC(=O)c1onc(CSc2ccc(Cl)cc2)c1C(=O)NCCCC	8	3.6	20	-4	17	7	-11	-1	0	1	-5
